Screening data as filed in PubChem.
APP transl inh: inhibitors of APP translation via 5'UTR reporter, primary screen, APP 5'UTR luciferase, SH-SY5Y cells; SH-SY5Y APP 5'UTR-luciferase reporter, luminescence; inhibition, % at 2 µM; 190,000 compounds, 0.82% hits;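 active = inhibition above a set limit, derived from the sample mean plus 3 SD, cut at about 45% in these data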; also: values of inactives mirror those of a sister screen read the other way
STAT1 act: STAT1 signaling activators, primary screen, cell-based, HTS, luciferase reporter; 200,000 compounds, 2.6% hits; NIH 3T3 STAT1-luciferase reporter, IFN-gamma, luminescence; 100% = IFN-gamma alone, no compound; activation (% of control), % at 5.5 µM;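 active = activation above the screen-wide mean activation plus 3 SD, cut at about 130% in these data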;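 also: raw ratio to IFN-gamma control signal so 100% means no change and 0% no light; values of inactives mirror those of a sister screen read the other way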
APP 5'UTR act: activators of APP 5'UTR luciferase reporter, primary screen, SH-SY5Y cells; SH-SY5Y APP 5'UTR luciferase reporter, luminescence; zero percent = DMSO vehicle wells; activation, % at 2 µM; 190,000 compounds, 1% hits; AID 1276, 2008;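 active = activation above a set limit, based on mean plus 3 SD of controls, cut at about 140% in these data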; also: values of inactives mirror those of a sister screen read the other way
ROMK primary: ROMK potassium channel modulators, primary screen, cell-based, thallium flux, MLSMR library | B-score at 10 µM | AID 1918, 2009 | ATP-sensitive inward rectifier potassium channel 1 (Homo sapiens), P48048 | Tet-inducible ROMK, thallium flux fluorescence; actives lie on both sides | 130,000 compounds, 2% hits;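 active = signal ratio slope over the read window, or its plate-corrected B-score, at least 3 SD from the plate mean, either direction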;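 also: B-score of the F/F0 ratio slope over 7 to 12 s after thallium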
Target sequence (P48048 whole entry, looked up): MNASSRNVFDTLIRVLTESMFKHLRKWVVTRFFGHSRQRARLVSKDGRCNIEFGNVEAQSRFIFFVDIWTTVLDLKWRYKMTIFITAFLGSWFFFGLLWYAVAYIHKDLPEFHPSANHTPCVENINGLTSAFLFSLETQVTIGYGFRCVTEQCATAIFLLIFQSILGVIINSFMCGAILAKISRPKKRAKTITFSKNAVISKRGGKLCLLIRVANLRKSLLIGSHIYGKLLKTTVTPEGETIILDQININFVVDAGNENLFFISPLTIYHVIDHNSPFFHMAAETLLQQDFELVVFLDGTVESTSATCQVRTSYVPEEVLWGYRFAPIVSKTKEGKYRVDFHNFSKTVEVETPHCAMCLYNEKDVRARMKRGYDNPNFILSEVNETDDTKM
STAT1 inh: STAT1 signaling inhibitors, primary screen, cell-based, HTS, luciferase reporter; AID 920, 2007; inhibition, % at 5.5 µM; NIH 3T3 STAT1-luciferase reporter, IFN-gamma, luminescence; 200,000 compounds, 0.35% hits;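 active = inhibition above a set limit, the mean inhibition across all tested compounds plus 3 SD, cut at about 34% in these data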;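 also: 0% = IFN-gamma with DMSO and 100% = IFN-gamma with 300 µM nifuroxazide; values of inactives mirror those of a sister screen read the other way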
FLuc inhib CS: firefly luciferase enzyme inhibitors, primary screen, artefact control for luciferase-based inhibitor screens, biochemical, luminescence, ATPLite | 10 min | Luciferin 4-monooxygenase (Photinus pyralis), P08659 | 200,000 compounds, 1.5% hits | inhibition, % at 10 µM;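 active = inhibition above about 50% when tested at 10 µM, limit read from the data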
Target sequence (P08659 whole entry, looked up): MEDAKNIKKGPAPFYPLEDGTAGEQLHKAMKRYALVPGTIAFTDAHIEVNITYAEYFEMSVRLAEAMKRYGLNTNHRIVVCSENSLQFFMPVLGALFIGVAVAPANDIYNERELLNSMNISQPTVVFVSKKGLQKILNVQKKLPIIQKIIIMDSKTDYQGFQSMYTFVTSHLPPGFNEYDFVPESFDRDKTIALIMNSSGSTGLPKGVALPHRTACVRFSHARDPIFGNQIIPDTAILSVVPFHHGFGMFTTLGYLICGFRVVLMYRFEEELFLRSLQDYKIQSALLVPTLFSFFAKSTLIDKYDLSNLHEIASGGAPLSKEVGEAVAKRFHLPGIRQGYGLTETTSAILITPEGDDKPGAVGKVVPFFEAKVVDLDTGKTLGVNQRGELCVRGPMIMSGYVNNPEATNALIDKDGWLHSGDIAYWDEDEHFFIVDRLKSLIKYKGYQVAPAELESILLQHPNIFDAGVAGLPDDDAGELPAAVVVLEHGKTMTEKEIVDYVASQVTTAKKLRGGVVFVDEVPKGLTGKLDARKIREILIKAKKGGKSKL
STAT3 activator: IL-6 driven STAT3 reporter potentiators, primary screen, U3A cells, luciferase, luminescence, MLSCN library; IL-6 STAT3-luciferase reporter; 100% = signal with IL-6 EC80 alone; activation (% of control), % at 5.6 µM; 190,000 compounds, 0.91% hits;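 active = activation above the screen-wide mean of compound activation plus 3 SD, cut at about 130% in these data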;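 also: 0% = background luminescence of wells with medium and substrate only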
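Material: human STAT1-deficient U3A cells with stable STAT3-luciferase reporter / Probe or stimulus: IL-6 stimulus at 33 ng/mL final / Schedule: 1 h compound pre-exposure, 6 h IL-6 stimulation, 37 °C / Technique: luminescence / Read-out basis: percent of IL-6-only median luminescence / Control set: IL-6-only high control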
STAT3 inh: IL-6 driven STAT3 reporter inhibitors, primary screen, U3A cells, luciferase, luminescence, MLSCN library; IL-6 STAT3-luciferase reporter; host cell line lacks STAT1; inhibition, % at 5.5 µM; 190,000 compounds, 0.89% hits; AID 862, 2007;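 active = inhibition above the mean inhibition across all screened compounds plus 3 SD, cut at about 44% in these data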;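 also: 0% = DMSO only wells and 100% = 100 µM nifuroxazide control wells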
FLuc stim CS: FLuc activators, initial screening, artefact control for FLuc-dependent activation tests, biochemical, ATPlite luminescence | Luciferin 4-monooxygenase (Photinus pyralis), P08659 | ATPlite luciferase biochemical, 10 min; 0 = ATP-free wells, 1 = DMSO control | activation factor at 10 µM | 200,000 tested, under 10 active | AID 1027, 2008;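 active = luciferase activation factor, scaled between plate controls, of at least 2 with compound at 10 µM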
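assay system = Luciferase/luciferin detection reagent, cell-free biochemical luciferase assay | also added = ATP substrate | times = 10 min post-reagent at room temperature | measured by = luminescence from luciferase reaction | measure = luciferase activation, seen as luminescence increase over controls | benchmarks = low control with PBS replacing ATP, high control enzyme plus ATP without compound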
NF-kB expr up: activators of NF-kB expression in neurons, primary screen, cell-based, HTS; human neuronal cells, NF-kB reporter expression; active compounds read high; 190,000 compounds, 1.6% hits; fold change at 12.5 µM; in the data active = fold change above about 3.3
* marks the source's active call; other numbers are inactive results; nt = no result given. Outcome played no part in choosing rows; overall some 7.1% were active at least once.

SMILES	APP transl inh	STAT1 act	APP 5'UTR act	ROMK primary	STAT1 inh	FLuc inhib CS	STAT3 activator	STAT3 inh	FLuc stim CS	NF-kB expr up
COC(=O)c1ccc(CN2CCC(CO)(Cc3ccc(OC)cc3)CC2)cc1	0	104	0	-2.2	-5	-8	87	16	1.1	1.3
CCn1c(CSc2nc3ccccc3n2C)nc2ccccc21	-7	104	7	nt	-2	1	96	12	1	0.82
CN(C(=O)c1ccc2c(c1)OCO2)C1(C(=O)NC2CCCCC2)CCCCC1	2	100	-2	-0.53	0	-4	93	10	1	1.1
O=C1CC(N2CCN(c3ccc(F)cc3)CC2)C(=O)N1c1ccc2c(c1)OCO2 (configuration not stated)	-24	102	24	0.65	-4	-4	94	13	1	1.3
O=C1CC(c2ccccc2)CC(O)=C1C=NCc1ccco1 (configuration not stated)	0	106	0	nt	-7	-2	100	6	1	2.2
COC(=O)c1ccc(NC(=O)CSc2nnc(CNc3ccc(F)cc3)n2C)cc1	-27	108	27	-0.83	-8	0	100	4	1	1.1
COC(=O)c1c(NC(=O)CSc2nc3ccccc3c(=O)n2-c2ccccc2)sc(C)c1C	-13	87	13	0.017	15	-7	98	3	1.1	0.91
O=C(CN1C(=O)NC2(CCCC2)C1=O)Nc1nc(-c2ccc(F)cc2)cs1	6	106	-6	nt	-6	-8	98	7	1.1	0.8
O=C(Cn1cc(C(=O)C2CC2)c2ccccc21)NCC1CCCO1 (configuration not stated)	0	102	0	-0.31	-2	-6	105	-2	1.1	0.96
O=C(CSc1ccc2ccccc2n1)Nc1nsc(-c2ccc(Cl)cc2)n1	-17	121	17	nt	-23	-10	104	-6	1.1	1.2
Cc1cc(NC(=O)Cn2cc(C(F)(F)F)cc(Cl)c2=O)no1	-8	90	8	-0.63	11	-14	98	7	1.1	1.1
CCOC(=O)Cn1c(=N)n(CCOc2ccc(OC)cc2)c2ccccc21	1	95	-1	-2.6*	1	-3	104	-5	1	1.2
CCN(CC)CCOC(=O)c1ccc(Cl)cc1	-7	97	7	0	4	-4	105	2	1	0.98
O=C(COc1c(Br)cc(Br)c2cccnc12)Nc1ccccc1F	-2	104	2	0.17	-4	-3	97	12	1	1
CC(Oc1ccc(Cl)cc1Cl)c1nc(-c2ccc(NC(=O)c3ccccn3)cc2)no1 (configuration not stated)	-147	129*	147*	nt	-32	32	74	35	0.7	1.3
O=C(Nc1ccc(S(=O)(=O)N2CCCC2)cc1)c1ccc(OCC2CCCO2)cc1 (configuration not stated)	14	92	-14	-0.9	7	-2	70	39	1	1.1
Cc1cc(C)n(CCN(C)C(=O)c2cc(COc3c(F)cccc3F)on2)n1	-21	102	21	-0.22	-4	-6	102	3	1.1	1
COc1cc(OC)c(NC(=O)C(=O)CC(=O)c2ccc(C)cc2C)cc1Cl	1	95	-1	-0.47	3	-9	91	18	1.1	1.1
CCOc1ccc(-c2csc(NC(=O)c3ccc(S(=O)(=O)N4CCc5ccccc5C4)cc3)n2)cc1	19	106	-19	0.88	-6	-5	99	4	1.1	1.2
Cc1ccc(O)c(C=Nc2ccc3[nH]ncc3c2)c1	-8	110	8	-1.2	-12	41	109	-5	0.6	1
O=C(N/N=C/c1cccc([N+](=O)[O-])c1)c1ccc(Br)cc1	-15	111	15	nt	-13	27	97	5	0.7	1.1
O=C(O)COc1ccc(-c2nccc(-c3ccccn3)n2)cc1	63*	86	-63	0.0095	15	46	64	47*	0.5	0.53
COc1ccc(/C=C2/Sc3ccc(C(=O)N4CCc5ccccc5C4)cc3NC2=O)cc1	1	97	-1	0.14	4	-4	99	-1	1	1.2
O=C(c1ccco1)N1CCN(C(=O)c2cccc3c2C(=O)N(Cc2cccnc2)C3)CC1	8	98	-8	nt	2	-2	103	1	1	1
CC(=O)NCCc1cc2ccc(C)cc2[nH]c1=O	2	103	-2	nt	-3	-6	109	-6	1.1	1.1

Other entries.
SMILES	APP transl inh	STAT1 act	APP 5'UTR act	ROMK primary	STAT1 inh	FLuc inhib CS	STAT3 activator	STAT3 inh	FLuc stim CS	NF-kB expr up
C/C=C/c1ccc(OCCSc2nc(C)cc(=O)[nH]2)c(OC)c1	-10	102	10	nt	-3	14	105	0	0.9	1.3
Cn1c(=O)oc2cc(S(=O)(=O)N3CCN(c4cccc(Cl)c4)CC3)ccc21	-16	102	16	-0.2	-4	-8	112	-10	1.1	1.1
COc1ccc(-c2nnn(CCc3nn[nH]n3)n2)cc1OC	-12	94	12	nt	7	-3	106	-3	1	1
COc1cc(OC)cc(-c2nc3nc(C)c(CCC(=O)O)c(C)n3n2)c1	6	97	-6	nt	3	-7	98	7	1.1	0.93
CN1CCN(c2ncnc3c2c(-c2ccccc2)cn3-c2ccc(F)cc2)CC1	1	92	-1	-1.8	8	0	100	7	1	0.83
CCCOc1cccc(C(=O)O)c1	14	97	-14	nt	5	-5	93	15	1	1.1
CCOC(=O)/C(N=Nc1sc(C(=O)OCC)c(C)c1C(=O)OCC)=C(\C)O	16	94	-17	nt	6	-9	110	-17	1.1	0.96
O=C(COC(=O)c1ccccc1NCc1ccco1)Nc1ccc2c(c1)OCO2	-13	100	13	nt	1	-10	111	-10	1.1	1.6
COc1cc(Cl)c(C)cc1NC(=O)CSCC#N	4	97	-5	nt	3	-6	90	15	1.1	1.1
O=C(NCCNc1ccc([N+](=O)[O-])cc1C(F)(F)F)c1ccc(F)cc1	-1	86	1	nt	16	-1	93	11	1	0.56
Cc1c(Cl)c([N+](=O)[O-])nn1CC(=O)NC12CC3CC(CC(C3)C1)C2	-9	104	9	-0.098	-4	-7	103	-4	1.1	0.83
C=CCn1c(=O)c2ccccc2n2c(SCc3nc(N)nc(Nc4ccccc4C)n3)nnc12	6	98	-6	nt	2	-3	100	4	1	0.39
COc1cc(OC)cc(C(=O)NNC(=O)c2cc3c(s2)CCCC3)c1	1	105	-1	0.19	-8	-8	102	3	1.1	nt
CCc1ccccc1NC(=O)Nc1ccc(F)cc1F	-7	89	7	0.6	11	-1	89	22	1	1.1
CC(=O)Nc1ccc(S(=O)(=O)NCC(=O)OC(C)c2ccccc2Cl)cc1 (configuration not stated)	-12	97	12	nt	3	-3	103	-1	1	0.93
COc1ccc(C(CNC(=O)c2cncc(Br)c2)N(C)C)cc1 (configuration not stated)	3	99	-3	1.1	-2	-6	105	4	1.1	1.2
CCOC(=O)C1CCCCN1Cc1ccc(F)c(Br)c1 (configuration not stated)	-9	100	9	0.04	0	0	108	-5	1	1.3
C=CC[n+]1c(-c2ccc(Cl)cc2Cl)csc1Nc1ccc(NC(C)=O)cc1	16	83	-16	2.5*	17	-1	95	13	1	1
COc1cc(CN2CCC(C(=O)N3CCCC(C)C3)CC2)cc(Br)c1O (configuration not stated)	-9	99	9	1.1	1	-7	100	3	1.1	1
CCc1ccccc1N(C(=O)c1cccs1)C1C=CS(=O)(=O)C1 (configuration not stated)	-9	105	9	nt	-6	1	106	-3	1	1.7
CCOC(=O)C[N+](C)(C)CCOC1CC2CCC1(C)C2(C)C (configuration not stated)	-32	87	32	-0.42	12	-8	102	2	1.1	1.2
Cc1ccc(NC(=O)C(=O)N2CCCC2)cc1Cl	-89	148*	89	nt	-53	10	93	10	0.9	3
COc1cc2ccccc2cc1C(=O)OCC(=O)N1CCOCC1	-24	101	24	0.93	-3	1	92	14	1	1.1
O/N=C1/CCCCC1c1ccccn1 (configuration not stated)	-20	88	20	-0.19	13	-1	96	8	1	1.1
O=C(/C=C/c1ccc(Cl)cc1)N(c1ccccn1)C1CCCCC1	-28	103	28	-1.7	-3	-3	101	-1	1	0.82

In the list so far, three have a COOH group:
SMILES	APP transl inh	STAT1 act	APP 5'UTR act	ROMK primary	STAT1 inh	FLuc inhib CS	STAT3 activator	STAT3 inh	FLuc stim CS	NF-kB expr up
O=C(O)COc1ccc(-c2nccc(-c3ccccn3)n2)cc1	63*	86	-63	0.0095	15	46	64	47*	0.5	0.53
COc1cc(OC)cc(-c2nc3nc(C)c(CCC(=O)O)c(C)n3n2)c1	6	97	-6	nt	3	-7	98	7	1.1	0.93
CCCOc1cccc(C(=O)O)c1	14	97	-14	nt	5	-5	93	15	1	1.1

(continued)
SMILES	APP transl inh	STAT1 act	APP 5'UTR act	ROMK primary	STAT1 inh	FLuc inhib CS	STAT3 activator	STAT3 inh	FLuc stim CS	NF-kB expr up
CC(=O)c1ccc(N2Cc3ccccc3/C2=N\C(=O)Nc2ccc(Cl)cc2)cc1	-16	106	16	0.68	-7	-7	101	-1	1.1	1.5
CCN(C(=O)c1cc(Cl)ccc1OC)c1ccccc1	0	98	0	nt	3	-5	114	-11	1	0.82
C1=CCC(/C=N/n2cnnc2)CC1 (configuration not stated)	-10	100	10	-0.2	1	-4	95	10	1	1.2
Clc1ccccc1Cn1nnc2c(N3CCOCC3)nc(C3CC3)nc21	-2	96	2	nt	4	-5	99	5	1.1	1.2
O=C(CSc1ccc(-c2ccccn2)nn1)NC1CCCC1	3	99	-3	0.59	-1	-1	94	13	1	1.1
CC(=O)c1ccc(NC(=O)c2noc(C(C)C)c2[N+](=O)[O-])cc1	-5	106	5	1	-8	-4	91	20	1	1.5
Fc1cccc(F)c1CSc1nc2ccccc2[nH]1	-156	145*	156*	-1.9	-48	37	89	11	0.6	7.2*
CCOc1ccc(Cl)cc1S(=O)(=O)NCc1ccccn1	-1	102	1	-0.35	-5	-3	97	8	1	0.95
CCC(CC)NC(=O)Cc1ccccc1OC	-5	100	5	1.8	0	-4	103	2	1	0.87
O=C(CCCN1C(=O)c2cccc3cccc(c23)C1=O)NCc1ccco1	12	99	-12	-0.037	-1	-7	84	21	1.1	0.99
c1ccc(Cn2c(NCc3ccccn3)nc3ccccc32)cc1	-11	91	11	0.014	8	-6	104	-1	1.1	0.91
Cc1ccc(C)c(NS(=O)(=O)c2cc(C(=O)N3CCCC3)ccc2Cl)c1	-15	94	15	0.14	5	-2	96	10	1	1
CNC(=S)N(CCc1ccccc1)Cc1cc2cc(OC)c(OC)cc2[nH]c1=O	4	95	-4	-0.12	7	-2	94	5	1	1.2
COc1ccc(Cl)cc1C(=O)NNC(=S)NC1CCCC1	-4	81	5	-0.14	19	-7	119	-14	1.1	1.2
CC(C)c1ccc(NC(=S)NN2CCOCC2)cc1	-16	121	16	nt	-23	-6	92	8	1.1	1.7
O=C(N/N=C/c1c(O)n(-c2ccccc2Cl)c(=O)c2ccccc12)c1cccnc1	-20	94	20	-3.6*	6	2	105	-4	1	0.63
Cc1ccnc2nc(C(=O)OCCOc3ccc(Cl)cc3)nn12	-4	94	4	0.87	6	-3	106	-2	1	1.4
